FBW7 act: activators of human E3 ligase FBW7; normalized activity (activation), % at 26.1 µM; actives 0.13% (n = 650,000); AlphaScreen FBW7–phospho-cyclin E peptide binding, activator screen; Q969H0; in the data active = normalized activity above about 1.9%;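 also: purified mutant Fbw7 with reduced substrate affinity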
Target sequence (Q969H0 whole entry, looked up): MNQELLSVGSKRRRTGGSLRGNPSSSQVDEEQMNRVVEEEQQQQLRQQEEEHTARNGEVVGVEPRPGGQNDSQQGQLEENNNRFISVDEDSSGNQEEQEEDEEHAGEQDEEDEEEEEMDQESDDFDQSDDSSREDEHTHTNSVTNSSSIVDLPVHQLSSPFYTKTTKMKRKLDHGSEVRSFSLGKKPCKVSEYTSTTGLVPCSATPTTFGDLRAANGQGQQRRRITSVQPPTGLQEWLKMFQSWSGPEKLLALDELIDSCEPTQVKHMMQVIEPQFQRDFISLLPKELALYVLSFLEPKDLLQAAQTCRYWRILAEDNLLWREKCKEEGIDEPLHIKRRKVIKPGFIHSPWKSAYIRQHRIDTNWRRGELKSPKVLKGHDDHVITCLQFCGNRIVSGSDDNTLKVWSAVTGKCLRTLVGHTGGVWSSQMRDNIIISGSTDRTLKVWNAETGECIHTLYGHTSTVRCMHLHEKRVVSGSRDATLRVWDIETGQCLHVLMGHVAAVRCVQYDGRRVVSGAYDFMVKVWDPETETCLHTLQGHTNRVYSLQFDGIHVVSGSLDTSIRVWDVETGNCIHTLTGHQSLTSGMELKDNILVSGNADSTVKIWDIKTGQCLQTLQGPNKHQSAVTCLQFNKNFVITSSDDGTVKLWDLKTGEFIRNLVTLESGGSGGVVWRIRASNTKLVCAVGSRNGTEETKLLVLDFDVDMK
TEAD-YAP block: TEAD-YAP interaction inhibition; actives 1.4% (n = 640,000); inhibition, % at 9.12 µM; HEK-TIYL cells, TEAD-Gal4/YAP UAS-luciferase luminescence; AID 1259422; in the data active = inhibition above about 32%;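 also: 0% = median of test compound wells and 100% = reference inhibitor wells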
MITF inh: blocks human microphthalmia-associated transcription factor; O75030; AlphaScreen MITF homodimerization, bead proximity signal; inhibition, % at 2.6 µM; actives 0.91% (n = 650,000); AID 1259374; in the data active = inhibition above about 50%;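 also: 0% = vehicle wells with protein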
GPR151 ag: human GPR151 activation; activation, % at 11.2 µM; PathHunter beta-arrestin GPR151 cells, luminescence; Q8TDV0; actives 1% (n = 650,000); AID 1508602; in the data active = activation above about 4.9%;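 also: 0% = median of compound wells and 100% = cells with positive control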
Target sequence (Q8TDV0 whole entry, looked up): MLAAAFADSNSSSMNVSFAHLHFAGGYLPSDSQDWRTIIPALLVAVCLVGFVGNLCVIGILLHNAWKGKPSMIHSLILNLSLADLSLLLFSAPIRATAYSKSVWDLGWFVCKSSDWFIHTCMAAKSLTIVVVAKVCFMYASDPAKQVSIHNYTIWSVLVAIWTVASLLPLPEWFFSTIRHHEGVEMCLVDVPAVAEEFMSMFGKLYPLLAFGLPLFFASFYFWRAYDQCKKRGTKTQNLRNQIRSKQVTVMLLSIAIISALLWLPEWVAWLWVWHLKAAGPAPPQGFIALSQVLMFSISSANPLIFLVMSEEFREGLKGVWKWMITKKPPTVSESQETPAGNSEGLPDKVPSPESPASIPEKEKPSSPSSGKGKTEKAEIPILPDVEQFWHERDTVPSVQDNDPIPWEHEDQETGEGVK
* marks the source's active call; other numbers are inactive results; & = joins results of further samples.

Sample of the layout, 2 compounds:
SMILES	FBW7 act	TEAD-YAP block	MITF inh	GPR151 ag
CC(=O)c1ccc(NS(=O)(=O)c2cccc(S(=O)(=O)c3ccc(Cl)cc3)c2)cc1	-0.1	-19	-8	0.1
CC(C)c1ccc(CNC(=O)C(c2ccccc2)c2ccccc2)cc1	0.0	2	-5	-0.7

Main list, repeating the preview:
SMILES	FBW7 act	TEAD-YAP block	MITF inh	GPR151 ag
CC(=O)c1ccc(NS(=O)(=O)c2cccc(S(=O)(=O)c3ccc(Cl)cc3)c2)cc1	-0.1	-19	-8	0.1
CC(C)c1ccc(CNC(=O)C(c2ccccc2)c2ccccc2)cc1	0.0	2	-5	-0.7
Cc1nn(S(=O)(=O)c2cccc([N+](=O)[O-])c2)c(C)c1Br	-0.2	-7	-2	0.3
OC1CCN(c2cc(-c3cccc(C(F)(F)F)c3)nc(-c3cccnc3)n2)CC1	0.4	6	5	0.6
CC(C)(C)CC(=O)NCCCS(=O)(=O)N1CCN(c2ccc(F)cc2)CC1	0.0	13	10	6.6*
CCOc1cc(C(=O)Nc2ccc3c(c2)C(=O)N(C)C3=O)cc(OCC)c1OCC	0.1	12	5	-1.2
CN1C(=O)/C(=C/c2ccc(C(=O)NC3CCCCC3)cc2)Oc2ccccc21	-0.1	-6	-4	0.4
CCOc1ccccc1OCC(=O)Nc1ccc(N2CCCCC2)cc1	-0.4	-15	2	1.6
CCOc1cc(C2C(C(=O)OCCSCC)=C(C)NC3=C2C(=O)C(C(=O)OC)C(C)C3)ccc1O (stereo not drawn)	0.9	-10	4	0.2
CCOC(=O)CNC(=O)Nc1ccc(OC)cc1OC	-0.1	-2	5	1.5
CC1=C/C(=C\c2c(O)[nH]c(=O)[nH]c2=O)C(C)=N1	-1.1	8	2	0.4
NC(=O)c1cc2ccccc2oc1=Nc1cccc2ccccc12	-0.4	-14	0	-0.3
COc1ccc2c(c1)CC(C(=O)Nc1ccc(-c3ccnn3C)cc1OCCN1CCOCC1)CO2 (stereo not drawn)	0.0	-1	2	1.8
COc1cc(/C=C(\C#N)c2nnc(N3CCOCC3)n2-c2ccccc2)ccc1O	0.1	4	2	0.8
COc1ccc(N2CCN(c3ncnc4sc(C(=O)NCCCN5CCOCC5)c(C)c34)CC2)cc1	-0.2	6	-1	0.6
Cc1ccc(N(CC(=O)Nc2ccccc2Br)S(C)(=O)=O)c(C)c1	0.4	0	16	0.9
CCOC(=O)C1=C(C)N=c2s/c(=C\c3ccc(OCc4ccc([N+](=O)[O-])cc4)c(OC)c3)c(=O)n2C1c1ccc(OC)cc1 (stereo not drawn)	-0.2	-4	1	-0.3
CCCC1C(C#N)=C(N)SC(N)=C1C#N	-0.1	0	0	0.0
O=C1NC(=Nc2ccccc2Cl)S/C1=C/c1ccc(F)cc1	0.1	4	-12	1.0
CSc1nc(NC(C)C)nc(N(C#N)C(NC=O)C(Cl)(Cl)Cl)n1 (stereo not drawn)	0.4	-3	6	-0.3
CC(=O)c1cccc(NC(=S)NNC(=O)c2ccc(C)c([N+](=O)[O-])c2)c1	0.4	1	22	0.7
N#Cc1ccc(OCCSc2nnc(-c3cccs3)o2)cc1	0.0	-6	3	-1.1
CCOc1cc(C(=O)Nc2ccc(-c3nc4cc(C(C)C)ccc4o3)cc2)cc(OCC)c1OCC	-0.1	5	9	-0.3
COc1ccc(/C=C2\SC(=Nc3cc(C)cc(C)c3)NC2=O)cc1OC	-0.5	-4	0	-0.1
COCCNCCCOc1c(Cl)cc(C)cc1Br	-0.1	6	27	3.2
COc1ccc(CCNc2nc(-c3c(C)noc3C)nc3nc[nH]c23)cc1	0.2	1	15	0.9
Nn1c(SCC(=O)N2CCN(c3ccccc3)CC2)nnc1C1CCCCC1	-0.2	-1	5	-0.9
COc1ccccc1C1(C)C(=O)Nc2cc(C(F)(F)F)ccc21 (stereo not drawn)	0.0	-3	6	1.0
O=C(Nc1ccc(F)c(F)c1)NC1CCCCC1	0.0	-35	7	0.8
COc1ccc(CCNC(=O)C2=C(C)C(=O)OC23CCCCC3)c(OC)c1OC	-0.1	1	9	1.2
Cn1c(=O)c2c(nc(NCCOCCO)n2Cc2ccccc2Br)n(C)c1=O	-0.1	-4	-4	0.1
CCCN(Cc1cc(OC)c(OC)c(OC)c1)CC1CC1	-0.1	2	-31	0.0
COc1cc2c(cc1OC)C(COc1cccc(C(F)(F)F)c1)N(C(=O)c1cc(OC)c(OC)c(OC)c1)CC2 (stereo not drawn)	0.0	-9	7	0.3
O=C(Nc1nc2ccc(F)cc2s1)c1ccco1	0.1	-8	-8	-4.6
O=[N+]([O-])c1cccc(CSc2ccc3nnc(-c4ccncc4)n3n2)c1	1.8	-6	-3	1.3
CCOC(=O)c1c(NC(=O)COc2cccc(C(F)(F)F)c2)sc2c1CCCC2	0.1	-2	-14	-1.3
Cn1c(SCC(=O)NNC2=Nc3ccccc3CC2)nc2ccccc21	-0.1	6	13	-0.8
Cc1ccc(S(=O)(=O)c2cccc(S(=O)(=O)N3CCCCCC3)c2)cc1S(=O)(=O)N1CCCCCC1	0.0	-2	8	-0.9
CC(C)n1cc(-c2nc3ccccc3o2)cn1	0.5	-29	19	-8.1
CCn1nnc(NC(=O)c2ccccc2)n1	0.1	-25	58*	-1.4
COc1ccc(C2CC(c3ccc(Br)cc3)=NN2C(=O)CSC2=NCCS2)cc1 (stereo not drawn)	-0.2	8	11	0.3
CCOC(=O)c1cnc2c(OC)cccc2c1N1CCN(c2ccccn2)CC1	-0.1	0	-1	-0.5
CCOc1ccc(N(CC(=O)Nc2ccc3ccccc3c2)S(C)(=O)=O)cc1	-0.1	-22	9	-0.5
CCOc1ccc(NC(C)C(=O)N/N=C/c2ccc(Br)cc2)cc1 (stereo not drawn)	0.3	-4	15	1.8
O=C(Cc1ccccc1)NCCc1c[nH]c2ccccc12	0.2	-29	-1	0.9

Already shown: an excerpt of the list.
SMILES	FBW7 act	TEAD-YAP block	MITF inh	GPR151 ag
Cn1c(=O)c2c(nc(NCCOCCO)n2Cc2ccccc2Br)n(C)c1=O	-0.1	-4	-4	0.1
CCCN(Cc1cc(OC)c(OC)c(OC)c1)CC1CC1	-0.1	2	-31	0.0
COc1cc2c(cc1OC)C(COc1cccc(C(F)(F)F)c1)N(C(=O)c1cc(OC)c(OC)c(OC)c1)CC2 (stereo not drawn)	0.0	-9	7	0.3
O=C(Nc1nc2ccc(F)cc2s1)c1ccco1	0.1	-8	-8	-4.6
O=[N+]([O-])c1cccc(CSc2ccc3nnc(-c4ccncc4)n3n2)c1	1.8	-6	-3	1.3

More compounds follow:
SMILES	FBW7 act	TEAD-YAP block	MITF inh	GPR151 ag
CC(=O)c1ccc(NC(=O)C(=O)Nc2ccc3nc4n(c(=O)c3c2)CCCCC4)cc1	-0.1	-2	4	1.5
Cc1ccc(CNC(=O)c2cnc3n(c2=O)CCS3)cc1	0.5	-6	-8	1.3
Cc1ncc(CN2CCCC(C(=O)Nc3ccc(-c4cscn4)cc3)C2)s1 (stereo not drawn)	-0.1	7	-1	0.1
Cc1cc(/C=N/n2cnnc2)c(O)c([N+](=O)[O-])c1	0.0	9	-1	1.2
O=C(Cn1c2ccccc2c2cn[nH]c(=O)c21)NCc1ccc(F)cc1	-0.1	3	7	0.1
COc1cc(CC(C)N2CCc3nnc(Cc4ccccc4)n3CC2)ccc1O (stereo not drawn)	0.5	7	6	-0.1
O=C1C2CCCN2C(c2cccc(F)c2)N1c1nccs1 (stereo not drawn)	0.3	7	18	-2.8
CSc1nnc(SCc2nc3ccccc3[nH]2)s1	0.3	-13	-31	-1.3
O=C(CN1C(=O)[C@H]2CCCN2C(=O)c2ccccc21)NC1CCCC1	0.2	-3	-10	0.2
Cc1ccc(NC(=O)Cn2nc(C)c3ccccc3c2=O)cc1F	0.0	3	11	0.8
COc1ccccc1NC(=O)Nc1ccnn1C1CCN(C(=O)C2CCCCC2)CC1	0.2	-9	-7	-0.8
O=C(c1ccccc1Cl)N1CCc2ccccc2C1	0.2	6	15	-0.6
COCCNS(=O)(=O)c1ccc(C)c(-c2nnc3c4ccccc4c(C)nn23)c1	-0.1	-19	1	-0.3
Cc1ccccc1NC(=O)c1noc2c1COc1ccccc1-2	0.7	-36	-3	-1.2
COc1cccc(C(=O)NC(NC(=O)c2cccc(OC)c2)c2ccc(F)cc2)c1	-0.2	6	0	0.1
Nc1c(S(=O)(=O)c2ccccc2)sc2nc(-c3cccs3)cc(C(F)(F)F)c12	-0.1	14	3	-0.4
CC(NC(=O)c1nn2c(C(F)(F)F)cc(-c3ccccc3)nc2c1Br)C1CC2CCC1C2 (stereo not drawn)	-0.1	15	-1	0.0
O=C(c1ccc(-c2ccccc2)cc1)N1CCOCC1	-0.1	-31	-7	-0.4
CC1=C(C(=O)OC2CCCCC2)C(c2ccccc2Br)NC(=O)N1 (stereo not drawn)	0.1	8	1	-0.8
CCOC(=O)C1=C(C)N=c2s/c(=C\c3ccc(OC)cc3)c(=O)n2C1c1ccccc1 (stereo not drawn)	-0.1	-9	-5	0.3
O=S(=O)(Nc1cccc(-c2cn3ccsc3n2)c1)c1ccc(Cl)s1	-0.1	-4	-10	-1.4
O=[N+]([O-])c1ccc(-c2nc(-c3ccccc3)no2)cc1	0.1	-13	12	1.2
O=C(c1cccs1)C1C(=O)c2ccccc2C1=O	-0.3	-1	4	-0.5
COc1ccc(N(CC(=O)Nc2cccc(C)c2C)S(=O)(=O)c2c(C)n[nH]c2C)cc1	0.2	16	-15	-0.8
Cc1c(Cl)cccc1NC(=O)c1cc(S(=O)(=O)NCCc2ccccc2)ccc1F	0.1	3	3	-0.6
COc1ccccc1C=C(c1nnnn1-c1ccccc1)c1nnnn1-c1ccccc1	0.0	8	-1	1.7
CC(C)(C)NC(=O)CN1CCC(O)(c2ccccc2)CC1	1.3	18	12	-0.9
CCOC(CNC(=S)Nc1cccc(C)c1C)OCC	0.3	-2	19	-0.7
COC(=O)c1ccc(NC(=O)CCC(=O)OC2CCC(C(C)(C)C)CC2)cc1 (stereo not drawn)	-0.1	10	4	-0.4
CC(C)n1cnc2c(NCc3cccnc3)nc(N3CCN(Cc4ccc5c(c4)OCO5)CC3)nc21	0.3	-1	8	-1.2
O=C(Nc1cccc2nsnc12)c1ccccc1Br	0.8	-9	-4	-1.5
Cc1onc(-c2ccccc2)c1CNS(=O)(=O)c1cccc2nonc12	-0.7	-5	2	1.9
NC(=O)CS(=O)(=O)c1nc2ccccc2n1Cc1ccccc1	-0.2	5	-1	0.6
O=C(O)c1cc(NCc2ccc(Br)cc2)ccc1N1CCOCC1	-0.1	-14	16	2.1
O=C(CSc1nc2ccccc2c(=O)[nH]1)NC1CCCC1	0.1	0	6	0.4
CC(C)C(=O)c1cn(CC(=O)NC(C)(C)C)c2ccccc12	0.0	-5	-3	0.0
Cc1nn(-c2ccccc2)c(C)c1C(=O)OCC(=O)c1cc(C)n(Cc2ccco2)c1C	0.0	3	9	0.2
CC(=O)c1cccc(-c2nc3ncnc(Nc4ccc(Oc5ccccc5)cc4)c3[nH]2)c1	0.1	-2	4	2.7
C=CCN1C(=O)CCC1CCNCc1ccccc1F (stereo not drawn)	0.2	1	10	1.3
Cc1nnc(SCc2cccc3ccccc23)[nH]c1=O	0.0	-2	15	-0.9
CC(=O)Nc1ccc(C(=O)Nc2ccccc2Br)cc1	0.0	-35	3	-0.8
O=C(O)CCCCn1c(SCc2ccccc2)nc2ccsc2c1=O	-0.1	2	-3	-0.9
CC(=O)N1CCN(c2ccc(NC(=O)CC34CC5CC(CC(C5)C3)C4)cc2)CC1	-0.2	9	10	1.0
Cc1cccc(N(CC(=O)NC(C)(C)C)C(=O)CCC(=O)Nc2ccccn2)c1	-0.1	4	10	2.3
O=C(Nc1ccc(-c2nc(-c3ccccc3)c3cc(NC(=O)C4CCCCC4)ccc3n2)cc1)C1CCCCC1	0.0	-1	11	-1.3

Another view of part of the listing above.
> O=C(CSc1nc2ccccc2c(=O)[nH]1)NC1CCCC1
  FBW7 act: 0.1	TEAD-YAP block: 0	MITF inh: 6	GPR151 ag: 0.4

> CC(C)C(=O)c1cn(CC(=O)NC(C)(C)C)c2ccccc12
  FBW7 act: 0.0	TEAD-YAP block: -5	MITF inh: -3	GPR151 ag: 0.0

Entries of single compounds, quoted from the list.
`O=C(O)c1cc(NCc2ccc(Br)cc2)ccc1N1CCOCC1` is listed as FBW7 act: -0.1; TEAD-YAP block: -14; MITF inh: 16; GPR151 ag: 2.1
`O=C(Nc1ccc(-c2nc(-c3ccccc3)c3cc(NC(=O)C4CCCCC4)ccc3n2)cc1)C1CCCCC1` is listed as FBW7 act: 0.0; TEAD-YAP block: -1; MITF inh: 11; GPR151 ag: -1.3
`Cc1cccc(N(CC(=O)NC(C)(C)C)C(=O)CCC(=O)Nc2ccccn2)c1` is listed as FBW7 act: -0.1; TEAD-YAP block: 4; MITF inh: 10; GPR151 ag: 2.3

Following part
SMILES	FBW7 act	TEAD-YAP block	MITF inh	GPR151 ag
CN1CCN(C(=O)CNC(=O)Cn2cnc3ccccc3c2=O)CC1	0.1	-8	19	-0.2
CCC(=O)OCC(=O)C1(OC(=O)CC)C(C)CC2C3CCC4=CC(=O)C=CC4(C)C3(Cl)C(O)CC21C (stereo not drawn)	-0.1&0.0	-8	-6&-2	0.6&1.0
COc1ccc(C2C(=O)N(C3CCCCCC3)CC(=O)N2C2CCCCCCC2)cc1 (stereo not drawn)	0.3	3	4	1.0
Cc1ccc(CN2CCN(Cc3ccc4cc(F)ccc4n3)CC2CCO)o1 (stereo not drawn)	0.0	-2	-9	4.5
CCOC(=O)c1sc(NC(=O)CSc2nnc(CNC(=O)c3cccc(F)c3)n2C2CCCCC2)c(C(=O)OCC)c1C	-0.1	3	-14	-0.2

Assay outcomes: PubChem BioAssay, The Scripps Research Institute Molecular Screening Center
